# DRD3 agonist = activates the human D3 dopamine receptor. P35462. D3R DiscoveRx beta-arrestin cells, luminescence, 90 min. max activation, %. actives 0.58% (n = 410,000). AID 652048; in the data active = max activation above about 30%; also: 0% is about no effect; mostly tested at two doses, the higher about 12 µM
# Target sequence (P35462 whole entry, looked up): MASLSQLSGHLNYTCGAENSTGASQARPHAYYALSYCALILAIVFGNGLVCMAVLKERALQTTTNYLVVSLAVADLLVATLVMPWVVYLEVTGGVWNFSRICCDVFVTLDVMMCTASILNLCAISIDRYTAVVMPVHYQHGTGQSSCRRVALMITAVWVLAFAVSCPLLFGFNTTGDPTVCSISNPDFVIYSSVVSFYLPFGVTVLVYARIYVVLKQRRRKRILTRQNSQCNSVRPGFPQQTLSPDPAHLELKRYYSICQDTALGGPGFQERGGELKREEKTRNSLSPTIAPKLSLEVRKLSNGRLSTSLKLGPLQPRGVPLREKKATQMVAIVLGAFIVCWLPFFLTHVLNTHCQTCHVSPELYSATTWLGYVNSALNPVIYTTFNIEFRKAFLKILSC
#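 Agonist-mode cell screen: cells plated at 1500/well and incubated overnight at 37 °C, then exposed to library compounds for 90 min at 37 °C. Detection reagent was added for 30–60 min at room temperature, and luminescence was read.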
# KB-V1 cytotox = kills drug-selected multidrug resistant KB-V1 cells; KB-V1 MDR cells viability, CellTiter-Glo, 72 h; Potency, µM (highest dose often 46.1 µM), without a hit: at the highest dose activity change, negative = cytotoxicity, usual class: cytotoxic; actives 3.4% (n = 400,000); AID 1347076; also: potency is read from the fitted curve at half-maximal effect; % is scaled to controls: 0 for no effect and ±100 for the full control effect; nearly all actives have a fitted effect of over 60% in size
#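 KB-V1, DMEM (no phenol red) + 10% FBS; cpd pin-transferred, titration series; 72 h, 37 degrees C; CellTiter-Glo, luminescence. Data normalized, curve-fit.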
# HT1080 IDH1KD tx = HT-1080 IDH1 knockdown cell toxicity (counter line). HT-1080 IDH1 knockdown viability, ATP luminescence, 48 h. Potency, µM (top dose mostly 46.1 µM), for inactives: top-dose activity, negative = toxicity, hits mostly cytotoxic. actives 2% (n = 360,000). AID 686971;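 also: potency is read from the fitted curve at half-maximal effect; 0% = DMSO wells and -100% = cell-free medium wells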
#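 % activity derives from luminescence (CellTiter-Glo), normalised to DMSO and no-cell wells. HT-1080-IDH1KD cells, 750/well, had 48 h compound exposure at 37 °C.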
# HT1080NT lethal = kills 2HG-producing HT-1080-NT fibrosarcoma cells. HT-1080-NT fibrosarcoma viability, CellTiter-Glo ATP luminescence, 48 h. Potency, µM (top dose mostly 46.1 µM), for the others: at the top dose activity, negative = less viability, actives largely listed as cytotoxic. actives 1.6% (n = 360,000);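 also: NT is the 2HG producing partner of a matched IDH1 knockdown line; potency is read from the fitted curve at half-maximal effect; 0% = DMSO-treated cells and -100% = media-only wells without cells; nearly all actives have a fitted effect of over 55% in size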
#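 750 cells/well, RPMI + 5% FBS; 2 h settle, compound pin-transfer, 48 h at 37 degrees C. CellTiter-Glo 10 min RT, luminescence. Normalized to DMSO and media-only wells.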
# SW480 rereplic = inducers of DNA re-replication in SW480 colon cancer cells. SW480 DNA re-replication, Hoechst DNA content imaging, 48 h. Potency, µM (highest dose often 46.1 µM), for inactives: top-dose re-replication activation, hits mostly activators. actives 1.8% (n = 340,000). AID 624297; also: potency is read from the fitted curve at half-maximal effect; % of control where 0% means no effect; nearly all actives have a fitted effect of over 55% in size
#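 Cells (250 per well) received 23 nL compound or DMSO by pin tool and were kept 48 hr at 37 C, 5% CO2. Nuclei were then stained with Hoechst for 40 min and scanned for DNA content.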
# IL-1B inflam inh = blocks inflammasome-driven IL-1 beta release; THP-1 LPS/ATP IL-1B secretion, AlphaLISA, 16 h; hits give low values; activity change, % at 57.5 µM; actives 4.7% (n = 360,000); in the data active = activity change below about -50%; inconclusive = mostly about -30% to -49%; also: % is scaled to controls: 0 for no effect and ±100 for the full control effect
#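 Secreted IL-1B measured by AlphaLISA bead assay after 16 h compound exposure of THP-1 cells; compounds (final up to 57.5 uM) added 1 h before LPS (250 ng/mL) and ATP (1.25 mM) stimulation; lower signal means less secretion.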
# MCF10A rereplic = inducers of DNA re-replication in MCF 10A breast cells. MCF 10A DNA re-replication, Hoechst nuclear intensity, 48 h. Potency, µM (titrated, usually from 46.1 µM), for inactives: top-dose activity, positive = re-replication, hits mostly activators. actives 2.9% (n = 350,000); also: potency is read from the fitted curve at half-maximal effect; % of control where 0% means no effect; nearly all actives have a fitted effect of over 50% in size
# HEK293 tox = cytotoxicity in counter-screen for GLP-1R inverse agonists; HEK293 cAMP-luciferase reporter cells, luminescence, 24 h; AID 624418; Potency, µM (titrated, usually from 38.3 µM), without a hit: at the top dose activity change, negative = inhibition, usual class: inhibitors; actives 0.13% (n = 410,000);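 also: loss of luciferase light is scored as toxicity; potency is read from the fitted curve at half-maximal effect; % is scaled to controls: 0 for no effect and ±100 for the full control effect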
#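 To flag toxic compounds, the library was rerun on cells for 24 hr at 37 deg C and 5% CO2. Viability-linked luminescence was captured 12 min after adding luciferase detection reagent.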
# KB-3-1 cytotox = kills parental KB-3-1 adenocarcinoma cells | KB-3-1 viability, CellTiter-Glo ATP luminescence, 72 h | Potency, µM (top dose mostly 46.1 µM), for inactives: top-dose activity change, negative = cytotoxic, most hits filed as cytotoxic | actives 1.4% (n = 400,000); also: potency is read from the fitted curve at half-maximal effect; % is scaled to controls: 0 for no effect and ±100 for the full control effect; nearly all actives have a fitted effect of over 60% in size
#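 Cells are dispensed, compounds pinned in, plates held at 37 °C for 72 h, then CellTiter-Glo is added and luminescence read after 10 minutes. Cell line: parental KB-3-1 in phenol-red-free DMEM, 10% FBS.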
# * marks the source's active call; other numbers are inactive results; ? = inconclusive; . = no result given; & = joins results of further samples; [ ] = remark or other dose. Unless noted, calls follow the shape of the dose curve; as a rule, active = well fitted curve in the direction sought with a large enough effect; inconclusive = small, poorly fitted or top-dose-only effect, or another doubt; inactive = no such curve, though single readings can be large; an effect the other way counts as inactive or inconclusive. Outcome played no part in choosing rows (roughly 11% active in at least one column).
no.	structure	DRD3 agonist	KB-V1 cytotox	HT1080 IDH1KD tx	HT1080NT lethal	SW480 rereplic
1	CC(=O)Nc1ccc(-c2nnc(SCc3ccc(C)cc3)n2C)cc1	-2	-1%	9%	7%	-5%
2	CCCn1c(-c2nonc2N)nc2ccccc21	-4	-21%	-8%	-24%	-7%
3	CN1CCN(c2ccc([N+](=O)[O-])cc2NC(=O)c2ccco2)CC1	-5	15%	0%	-1%	-8%
4	N#CC[C@H](c1ccccc1)N1CCN(Cc2ccccc2)CCC1=O	34*	?	0%	6%	-1%
5	O=C(/C=C/Nc1ccc([N+](=O)[O-])cc1)c1ccc(Br)cc1	1	28%	?	16%	?
6	Cc1cc(=O)cc(C)n1-c1ccc(O)cc1	7	0%	17%	0%	0%
7	Cn1cccc1/C=N/n1c(-c2ccc(C(C)(C)C)cc2)n[nH]c1=S	-6	-18%	-8%[9.24 µM]	?	1%
8	COCCn1c(C)cc(C(=O)COC(=O)/C=C/c2cccc(OC)c2)c1C	1	-20%	-3%	0%	-2%
9	Cc1ccc(-c2nc3c(c(=O)c4ccccc4n3C)c(=O)n2-c2ccc(F)cc2)cc1	-6	-8%	9%	?	-16%
10	COc1ccc(OC)c(/C=C2\SC(N3CCCC(C)C3)=NC2=O)c1 (stereo not given)	-15	-22%	-22%	-4%	28%
11	Cc1cc(C)nc(N(C#N)CC(=O)N2CCC(C(N)=O)CC2)n1	5	?	25%	25%	-13%
12	CCC(=O)Nc1cccc(C2=NOC3(C2)C[C@@H](C(N)=O)N(C(=O)c2cc([N+](=O)[O-])cc([N+](=O)[O-])c2)C3)c1 (stereo not given in full)	2	0%	6%	11%	-4%

no.	IL-1B inflam inh	MCF10A rereplic	HEK293 tox	KB-3-1 cytotox
1	12	8%	-2%	2%
2	-6	-12%	71%[activator]	6%
3	-11	0%	-1%	4%
4	7	?	?	1%
5	-4	?	-9%	12%
6	23	-5%	-9%	18%
7	45	?	1%	2%
8	-1	7%	-8%[7.66 µM]	1%
9	78	-1%	-5%	-1%
10	-59*	?	195%[activator]	-2%
11	-11	1%	-7%	7%
12	13	2%	8%	14%

no.	structure	DRD3 agonist	KB-V1 cytotox	HT1080 IDH1KD tx	HT1080NT lethal	SW480 rereplic
13	N#Cc1ccc(CNc2cnccn2)cc1	-21	23%	-4%	0%	-2%
14	COc1cccc(CNC(=O)[C@@H]2CCCN2C(=O)[C@@H]2CCCN2C(=O)c2c(F)cccc2F)c1	-8	0%	11%	-1%	.
15	CCCCNc1nc2c(-c3cccc(Br)c3)nnn2c2ccccc12	3	22%	.	.	.
16	COC(=O)c1c(NC(=O)C2c3ccccc3Oc3ccccc32)sc(C)c1C	3	?	-7%[9.24 µM]	1%	-5%
17	CCOC(=O)c1cnc2nc(C)[nH]n2c1=O	0	3%	6%	7%	4%
18	O=C(/C=C/c1ccc(Cl)c([N+](=O)[O-])c1)c1ccc(O)cc1	-20	?	12µM*	?	?
19	CN(C)CCOc1ccccc1-c1ccccc1	-10	-27%	-9%	-2%	-1%
20	CC(Oc1ccccc1Br)C(=O)N1CCc2ccccc21 (stereo not given)	-4	-16%	-14%	-14%	2%
21	COc1cc(NC(=O)CN2CCN(C(=O)C3CCCO3)CC2)c(OC)cc1Cl (stereo not given)	-10	-3%	-2%	2%	-4%
22	COc1ccc(-c2[nH]ncc2CN2CCCC2c2nonc2C)c(F)c1 (stereo not given)	-1	-9%	3%	0%	-1%
23	COc1ccc(CCC(=O)Nc2ccc(Cl)c(S(=O)(=O)N3CCOCC3)c2)cc1OC	-1	16µM*	-3%	1%	1%
24	CC(Sc1nnc(COc2ccc([N+](=O)[O-])cc2)n1C)C(=O)O (stereo not given)	-3	2%	18%	7%	18%

no.	IL-1B inflam inh	MCF10A rereplic	HEK293 tox	KB-3-1 cytotox
13	25	-22%	1%	3%
14	27	.	-3%	12%
15	.	.	1%	28%
16	-1	?	-3%	0%
17	10	1%	11%	-3%
18	-100*	?	?	?
19	-4	-2%	9%	-2%
20	12	-3%	1%	-7%
21	1	3%	15%	18%
22	15	5%	-2%[7.66 µM]	-5%
23	-25	-1%	-26%	?
24	0	-13%	-7%	-10%

no.	structure	DRD3 agonist	KB-V1 cytotox	HT1080 IDH1KD tx	HT1080NT lethal	SW480 rereplic
25	Cc1cc(C)n(-c2ccc(C(=O)Nc3ccccn3)cc2)n1	-6	?	-18%	-17%	7%
26	CC1(C)CC2(CC(c3ccccc3)Oc3cc(O)ccc32)NC(=S)N1 (stereo not given)	1	-6%	7%	2%	5%
27	Fc1ccc2[nH]c3c(N4CCN(Cc5ccc6c(c5)OCO6)CC4)ncnc3c2c1	10	9.2µM*	23µM*	23µM*	?
28	Cc1ccc2cc(-c3noc(C4CCCCC4)n3)c(=O)[nH]c2c1	-4	10%	-1%	-4%	-11%
29	Cc1ccc(-c2nc3cnccn3c2Nc2c(C)cccc2C)o1	-7	6%	-14%&4%	-17%&3%	?
30	Clc1cc(Br)ccc1OCCOCCOc1cccc2cccnc12	4	?	-3%[9.24 µM]	?	-2%
31	CN1CCN(c2nc(-c3ccc(Cl)cc3Cl)nc3ccccc23)CC1	-4	?	?	?	-5%
32	CCOC(=O)c1c(C)[nH]c(C)c1S(=O)(=O)N(C)CC(=O)Nc1cccc(C)c1	2	4%	-1%	-3%	-10%
33	CN(C)c1ccc(-c2noc(C3CCN(S(=O)(=O)c4ccc(C(=O)O)cc4)CC3)n2)cc1	7	3%	-6%	3%	0%
34	CCSc1nnc(-c2cccs2)o1	-7	18%	15%	4%	-2%
35	CCOC(=O)c1c(C)oc2nc(C)nc(NCC3CCN(Cc4ccc(F)cc4)CC3)c12	-12	0%	.	.	.
36	CCOC(=O)c1ccccc1NC(=O)c1nc2nccc(C)n2n1	-8	-19%	-1%	3%	-4%

no.	IL-1B inflam inh	MCF10A rereplic	HEK293 tox	KB-3-1 cytotox
25	-16	-5%	2%	0%
26	24	7%	-1%	0%
27	-95*	?	?	18µM*
28	0	0%	-1%	-17%
29	13	21µM*	171%[activator]	0%
30	-12	12%	-9%	-5%
31	?	-3%	1%	1%
32	17	11%	-3%	-15%
33	-2	15%	0%	?
34	-2	3%	5%	5%
35	.	.	1%	-4%
36	-12	-2%	7%	-4%

no.	structure	DRD3 agonist	KB-V1 cytotox	HT1080 IDH1KD tx	HT1080NT lethal	SW480 rereplic
37	CCCC(=O)Nc1nc(CC(=O)OCC)cs1	-1	9%	15%	12%	-1%
38	COc1cccc(CC(=O)Nc2ccc(S(=O)(=O)N3CCOCC3)cc2)c1	-4	-14%	1%	-2%	-41%[inhibitor]
39	CNC(=S)N1CCc2ccccc2C1	1	?	20%	17%	-3%
40	COc1ccc(OCCCC(=O)OCC(=O)N2CCN(S(=O)(=O)c3ccc(C)cc3C)CC2)cc1	2	-10%	0%	10%	0%
41	Cc1nn(C)c(C(=O)Nc2ccc3c(c2)OCO3)c1[N+](=O)[O-]	3	11%	1%	8%	?
42	CC(C)(CCc1ccccn1)C(=O)CCCc1ccccn1	24	-10%	3%	9%	0%
43	Cc1ccc(NC(=O)C2(c3cccs3)CCOCC2)cc1C	2	-25%	1%	13%	-5%

no.	IL-1B inflam inh	MCF10A rereplic	HEK293 tox	KB-3-1 cytotox
37	0	1%	14%	-7%
38	-17	-7%	-10%	-18%
39	26	3%	5%	2%
40	12	28%	1%	3%
41	23	-3%	-2%	-1%
42	1	-17%	-8%	3%
43	6	0%	2%[1.53 µM]	10%

# Look-ups from above.
# no. 42 | KB-3-1 cytotox = 3%
# no. 39 | DRD3 agonist = 1

# Part of the list above in order of length of the SMILES, lowest first:
no.	structure	DRD3 agonist	KB-V1 cytotox	HT1080 IDH1KD tx	HT1080NT lethal	SW480 rereplic
34	CCSc1nnc(-c2cccs2)o1	-7	18%	15%	4%	-2%
6	Cc1cc(=O)cc(C)n1-c1ccc(O)cc1	7	0%	17%	0%	0%
42	CC(C)(CCc1ccccn1)C(=O)CCCc1ccccn1	24	-10%	3%	9%	0%
4	N#CC[C@H](c1ccccc1)N1CCN(Cc2ccccc2)CCC1=O	34*	?	0%	6%	-1%
11	Cc1cc(C)nc(N(C#N)CC(=O)N2CCC(C(N)=O)CC2)n1	5	?	25%	25%	-13%
10	COc1ccc(OC)c(/C=C2\SC(N3CCCC(C)C3)=NC2=O)c1 (stereo not given)	-15	-22%	-22%	-4%	28%
21	COc1cc(NC(=O)CN2CCN(C(=O)C3CCCO3)CC2)c(OC)cc1Cl (stereo not given)	-10	-3%	-2%	2%	-4%
23	COc1ccc(CCC(=O)Nc2ccc(Cl)c(S(=O)(=O)N3CCOCC3)c2)cc1OC	-1	16µM*	-3%	1%	1%
32	CCOC(=O)c1c(C)[nH]c(C)c1S(=O)(=O)N(C)CC(=O)Nc1cccc(C)c1	2	4%	-1%	-3%	-10%

no.	IL-1B inflam inh	MCF10A rereplic	HEK293 tox	KB-3-1 cytotox
34	-2	3%	5%	5%
6	23	-5%	-9%	18%
42	1	-17%	-8%	3%
4	7	?	?	1%
11	-11	1%	-7%	7%
10	-59*	?	195%[activator]	-2%
21	1	3%	15%	18%
23	-25	-1%	-26%	?
32	17	11%	-3%	-15%
